Tb PGK inh: T. brucei PGK inhibition; P07378; PGK/GAPDH coupled, Kinase-Glo luminescence, 60 min; Potency, µM (highest dose often 57.5 µM), inactives show at the top dose activity change, negative = inhibition, most hits filed as inhibitors; 380,000 compounds, 0.043% hits; also: potency is read from the fitted curve at half-maximal effect; % is scaled to controls: 0 for no effect and ±100 for the full control effect; nearly all actives have a fitted effect of over 60% in size
Target sequence (P07378 whole entry, looked up): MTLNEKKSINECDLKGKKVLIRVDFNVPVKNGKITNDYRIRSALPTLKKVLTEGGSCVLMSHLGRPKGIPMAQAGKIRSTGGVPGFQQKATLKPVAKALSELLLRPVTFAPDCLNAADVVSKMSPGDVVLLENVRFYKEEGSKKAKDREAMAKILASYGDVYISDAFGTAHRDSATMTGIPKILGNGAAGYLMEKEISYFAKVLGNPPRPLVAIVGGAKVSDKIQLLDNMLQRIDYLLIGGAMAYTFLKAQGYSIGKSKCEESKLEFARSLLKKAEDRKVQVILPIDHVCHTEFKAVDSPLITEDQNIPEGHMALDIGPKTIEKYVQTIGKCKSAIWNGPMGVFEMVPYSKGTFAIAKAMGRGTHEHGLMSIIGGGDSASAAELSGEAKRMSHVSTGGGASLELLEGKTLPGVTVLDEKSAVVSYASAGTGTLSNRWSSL
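Luminescent ATP detection (Kinase-Glo Plus) follows a 60-minute room-temperature incubation, with wells lacking PGK as controls. Buffer: 100 mM TEA (pH 7.6), 5 mM MgCl2, 0.01% Tween-20. Coupling enzyme GAPDH (100 nM final) supplies unstable 1,3-BPG in-well.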
rTrxR1 inhibitor: inhibitors of rat thioredoxin reductase 1. O89049. recombinant rTrxR1, NADPH fluorescence consumption, selenite substrate. Potency, µM (highest dose often 114 µM), inactives show top-dose activity change, negative = inhibition, actives largely listed as inhibitors. 390,000 compounds, 1% hits. AID 588453; also: potency is read from the fitted curve at half-maximal effect; % is scaled to controls: 0 for no effect and ±100 for the full control effect; nearly all actives have a fitted effect of over 65% in size
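Rat TrxR1 (90 nM in the dispensed reagent) was pre-reduced with 400 uM NADPH for 5 min at room temperature, then incubated with compound for 15 min. After 400 uM selenite was added, NADPH fluorescence (Ex 340/Em 450 nm) was followed for 8 min.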
PI4K2A block: blocks human PI4K2A kinase activity; activity change, negative = inhibition, % at 76.9 µM; 420,000 compounds, 0.13% hits; purified PI4K2A, ADP-Glo luminescence, 1 h; active compounds read low; in the data active = activity change below about -50%; inconclusive = mostly about -30% to -49%;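 also: -100% = wells without enzyme as full effect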
Target sequence (Q9BTU6 whole entry, looked up): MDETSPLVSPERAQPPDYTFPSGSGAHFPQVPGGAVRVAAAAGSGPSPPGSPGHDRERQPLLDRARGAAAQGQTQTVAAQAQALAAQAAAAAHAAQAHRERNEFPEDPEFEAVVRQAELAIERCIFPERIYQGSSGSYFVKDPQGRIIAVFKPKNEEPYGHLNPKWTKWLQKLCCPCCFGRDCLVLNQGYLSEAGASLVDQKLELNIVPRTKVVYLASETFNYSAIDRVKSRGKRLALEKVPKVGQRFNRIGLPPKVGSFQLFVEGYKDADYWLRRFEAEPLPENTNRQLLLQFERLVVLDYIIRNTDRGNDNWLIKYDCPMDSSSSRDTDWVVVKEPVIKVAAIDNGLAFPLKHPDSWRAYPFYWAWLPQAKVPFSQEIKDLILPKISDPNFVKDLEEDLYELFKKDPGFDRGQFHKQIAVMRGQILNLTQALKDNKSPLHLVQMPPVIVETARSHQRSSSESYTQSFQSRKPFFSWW
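PI4K2A activity was measured by ADP-Glo luminescence: enzyme (4 ug/mL stock) and phosphatidylinositol (1.2 mM stock) in Tris pH 7.5/MgCl2/EGTA/Triton X-100 buffer were reacted with ATP (300 microM stock) for one hour at ambient temperature.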
IDH1 R132H inh: inhibitors of human mutant IDH1 R132H; IDH1-R132H enzyme, NADPH consumption, diaphorase/resazurin fluorescence; O75874; 390,000 compounds, 0.093% hits; Potency, µM (titrated, usually from 76.6 µM), without a hit: top-dose activity change, negative = inhibition, most hits filed as inhibitors; also: potency is read from the fitted curve at half-maximal effect; % is scaled to controls: 0 for no effect and ±100 for the full control effect; nearly all actives have a fitted effect of over 65% in size
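IDH1-R132H (0.5 ug/mL) preincubated 30 min with compound, then NADPH (0.016 mM) and alpha-KG (2 mM) added; 80 min at RT, pH 7.5. Remaining NADPH coupled via diaphorase/resazurin to fluorescence (540/590 nm); concentration-response curves normalized to no-enzyme control.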
GLS inh: inhibitors of human glutaminase (GLS) | O94925 | GLS enzymatic activity, qHTS titration | Potency, µM (titrated, usually from 45.5 µM), inactives show at the highest dose activity change, negative = inhibition, most hits filed as inhibitors | 410,000 compounds, 0.21% hits; also: potency is read from the fitted curve at half-maximal effect; % is scaled to controls: 0 for no effect and ±100 for the full control effect
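Glutamate formation by hKGA was monitored fluorometrically using coupled glutamate oxidase, HRP and Amplex Red. Substrate was added as 1 mM L-glutamine solution; incubation was 30 min at RT after an initial read.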
TrxR1 substrate: rat thioredoxin reductase 1 substrate activity | O89049 | Potency, µM (doses to about 114 µM), without a hit: at the highest dose activity change, negative = substrate turnover | purified TrxR1 substrate turnover, NADPH consumption readout | 390,000 compounds, 0.01% hits; also: potency is read from the fitted curve at half-maximal effect; % is scaled to controls: 0 for no effect and ±100 for the full control effect; nearly all actives have a fitted effect of over 50% in size
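Rat TrxR1, dispensed at 90 nM, was prereduced with 400 uM NADPH (final) for 5 min at ~22 deg C, then incubated with compound 15 min before 400 uM selenite. A first-read NADPH fluorescence drop versus no-compound background flagged substrates.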
USP1-UAF1 inh: inhibitors of human USP1/UAF1 deubiquitinase | recombinant USP1/UAF1, Ub-Rhodamine cleavage fluorescence | Potency, µM (highest dose often 57.1 µM), without a hit: top-dose activity change, negative = inhibition, most hits filed as inhibitors | 390,000 compounds, 0.23% hits | AID 743255; also: potency is read from the fitted curve at half-maximal effect; % is scaled to controls: 0 for no effect and ±100 for the full control effect; nearly all actives have a fitted effect of over 60% in size; inactives centre near -12
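1 nM enzyme complex + cpd, 15 min RT; start with Ub-Rho 150nM final; kinetic fluorescence ex 480/em 540, 6 reads q60 s. Buffer 50mM HEPES pH 7.8, 0.5mM EDTA, 0.1 mg/ml BSA, 1mM TCEP, 0.01% Tween-20.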
Pin1 inhibitor: human Pin1 inhibition. 390,000 compounds, 0.009% hits. Pin1 FP peptide displacement, HiFluor488, 10 min. AID 504891. Potency, µM (doses to about 115 µM), for inactives: top-dose activity, negative = inhibition, hits mostly inhibitors. Q13526; active = well fitted inhibition curve with a large enough effect in the polarisation, with a control signal flat, not every such curve was filed as active; inconclusive = small, poorly fitted or top-dose-only effect, or effect the other way, or a change in a side signal; inactive = no such curve, though single readings can be large or run the other way; the % refers to the polarisation; also: potency is read from the fitted curve at half-maximal effect; % is scaled to controls: 0 for no effect and ±100 for the full control effect
Target sequence (Q13526 whole entry, looked up): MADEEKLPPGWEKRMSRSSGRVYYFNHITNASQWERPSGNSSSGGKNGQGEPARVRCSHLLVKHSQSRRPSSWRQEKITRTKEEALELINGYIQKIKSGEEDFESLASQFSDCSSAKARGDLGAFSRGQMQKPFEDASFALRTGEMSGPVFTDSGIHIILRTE
HP1b binding inh: HP1-beta chromodomain-methylated histone interaction inhibition | P83916 | AlphaScreen HP1-beta / biotin-H3K9me3 peptide binding | Potency, µM (doses to about 114 µM), inactives show top-dose activity change, negative = inhibition, actives largely listed as inhibitors | 390,000 compounds, 0.56% hits | AID 540317; also: potency is read from the fitted curve at half-maximal effect; nearly all actives have a fitted effect of over 70% in size; inactives centre near 23
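HP1-beta protein (50 nM final) preincubated 30 min at room temperature with biotinylated H3(1-18)K9me3 peptide (50 nM) in PBS pH 7.4, 0.01% Tween-20, then compound added for 30 min. AlphaScreen streptavidin donor/nickel chelate acceptor beads (10 ug/mL final), 30 min dark, luminescence read.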
* = called active by the depositor; i = inactive; ? = inconclusive; nt = not tested or not shown; [ ] = dose if it differs, or a comment. Unless noted, calls follow the shape of the dose curve; as a rule, active = well fitted curve in the direction sought with a large enough effect; inconclusive = small, poorly fitted or top-dose-only effect, or another doubt; inactive = no such curve, though single readings can be large; an effect the other way counts as inactive or inconclusive.

| No. | molecule | Tb PGK inh | rTrxR1 inhibitor | PI4K2A block | IDH1 R132H inh | GLS inh | TrxR1 substrate | USP1-UAF1 inh | Pin1 inhibitor | HP1b binding inh |
| --- | --- | --- | --- | --- | --- | --- | --- | --- | --- | --- |
| 1 | Cc1ccc(-c2cc(C(F)F)n3ncc(C(=O)N4CCc5ccccc54)c3n2)cc1 | nt | -4% | -2 | 1% | 1% | -8% | -16% | 2% | 68%[activator] |
| 2 | Cn1cccc1CC(=O)NNC(=O)Nc1ccccc1F | 2% | -8% | -1 | 1% | 22% | 2% | -14% | -4% | 31% |
| 3 | COc1cc2c(cc1OC)C(c1ccc(OC)c(OC)c1OC)CC(=O)N2 (centres undefined) | -10% | 16% | -1 | 0% | -1% | 4% | -19% | -1% | 32% |
| 4 | O=C(CN1C(=O)NC2(CCCCCC2)C1=O)c1ccc(Cl)s1 | -2% | -16%[57.1 µM] | 2 | -8% | -2% | -4%[57.1 µM] | -13% | 8% | 24% |
| 5 | O=C(NCc1cccnc1)C1CCC(CNS(=O)(=O)c2cccc3nsnc23)CC1 (centres undefined) | 1% | 14% | -1 | -1% | -2% | 3% | -19% | -5% | 34% |
| 6 | COc1ccc(Cl)cc1NC(=O)CN(C)C(=O)c1cc(C)oc1C | -1% | 18% | -1 | 10% | -4% | 3% | -18% | 3% | 2% |
| 7 | CCOC(=O)N/N=C/c1c(C)c(C(=O)c2ccc(F)cc2)n2ccccc12 | -5% | 21%[57.1 µM] | -4 | 3% | 0% | 9%[57.1 µM] | -15% | -4% | 39% |
| 8 | COc1ccc(OC)c(-c2csc(NC(=O)CSc3ccccc3)n2)c1 | -7% | 12%[57.1 µM] | 0 | -3% | 6% | -8% | -19% | 38%[activator] | -10% |
| 9 | CC(Oc1ccc(Cl)cc1)C(=O)Nc1ncccn1 (centres undefined) | nt | 21%[57.1 µM] | -1 | 2% | 10% | 1% | -10% | -7% | 15% |
| 10 | CCOc1ccc(N2CC(C(=O)OCC(=O)c3ccc(OC)cc3)CC2=O)cc1 (centres undefined) | -6% | 13%[57.1 µM] | 0 | 0% | -5% | -2%[57.1 µM] | -5% | 6% | 7% |
| 11 | CC(NC(=O)CSCc1ccccc1Br)c1ccccc1 (centres undefined) | -7% | -10% | 3 | -5% | 3% | -19% | -2% | -2% | 33% |
| 12 | O=C(c1cc(-c2ccc(Cl)cc2Cl)on1)N1CCCC1 | -8% | 9% | 4 | 0% | 0% | 0% | -10% | -1% | 61%[activator] |
| 13 | Cc1ccc(C)c(NC(=O)c2nc(-c3ccccc3)n(-c3ccccc3)n2)c1 | 2% | 10% | 9 | 19% | -9% | 4% | -26% | 41%[activator] | 7% |
| 14 | Oc1ccc(C(=S)N2CCCCC2)cc1Cl | i | 14% | -6 | 1% | 44%[activator] | 1% | -3% | -12% | 16% |
| 15 | Cn1c(NCc2ccco2)nc2c1c(=O)n(Cc1ccc(Cl)cc1Cl)c(=O)n2C | -10% | -25% | -4 | 1% | ? | -5% | -7% | -1% | 25% |
| 16 | CCOc1ccc(CNCc2c(C(=O)O)n(Cc3ccc(OC)cc3)c3ccccc23)cc1 | -5% | 22% | 3 | -6% | -1% | 10% | ? | ? | -2% |
| 17 | O=c1[nH]c(=O)n(C2OC(CO)C(O)C2O)cc1F (centres undefined) | -5% | -5% | -1 | 4% | 1% | -6% | -18% | -2% | 39%[activator] |
| 18 | COc1ccccc1Nc1nnc(SCC(=O)NC(=O)Nc2ccc3c(c2)OCCO3)s1 | 4% | -3% | 0 | 4% | 1% | -4% | -17% | 23% | 28% |
| 19 | Cc1nonc1NC(=O)CSc1nc2ccc(Cl)cc2[nH]1 | 3% | 8% | 42 | -2% | 2% | 5% | -14% | -6% | 20% |
| 20 | O=Cc1cnc(N2CCN(c3ccccc3)CC2)s1 | 2% | -15% | -3 | 0% | 16% | -9% | -3% | 1% | 33% |
| 21 | CCc1ccc(C(=O)/C=C/c2cnn(C)c2C)s1 | -15% | -9% | -4 | 21% | nt | 17% | -18% | -4% | 29% |
| 22 | Cc1c(O)c(CN2CCCC2)cc2c3c(c(=O)oc12)CCC3 | nt | 221%[activator] | 7 | -4% | 24% | nt | -4% | 5% | -7% |
| 23 | O=C(Nc1cnc2ccccc2c1)N1CCCCC1 | 0% | 5% | -14 | 4% | 0% | 1% | 4% | -4% | 22% |
| 24 | COC(=O)C(NS(=O)(=O)c1ccc(NC(C)=O)cc1)C(C)C (centres undefined) | -11%[11.5 µM] | 32% | -3 | 5% | -1% | 8% | 8% | -10% | 16% |
| 25 | CCOC(=O)Cn1nc(C)c2c1CCCC2=O | -2% | -1% | 0 | 5% | 4% | 5% | -15% | -7% | 10% |
| 26 | CN1CCN(c2ccc(S(=O)(=O)N3CCOCC3)cc2NC(=O)COc2ccc(F)cc2Cl)CC1 | 2% | -12% | 4 | 6% | -4% | 0% | -7% | -2% | 13% |
| 27 | Cc1cc(C=C2C(=O)c3ccccc3C2=O)c(C)n1-c1ccc(Cl)cc1 | -1% | -19% | 1 | 6% | -8% | -6% | -9% | -1% | 26% |
| 28 | NNC(=O)CCC(=O)Nc1ccccc1 | 1% | 17% | 2 | -8% | 3% | -1% | 1% | 5% | 44%[activator] |
| 29 | O=C1NCCCC1C(=O)N/N=C/c1ccc([N+](=O)[O-])cc1 (centres undefined) | 8% | -3% | 3 | -11% | -3% | -8% | -17% | 0% | 53%[activator] |
| 30 | COc1ccc(NC(=O)c2nc(SC)ncc2Cl)cc1 | -5% | 4% | -1 | -2% | 0% | -1% | -7% | 1% | 31% |

Ordered by number of heavy atoms (rising): 7 of the compounds above
| No. | molecule | Tb PGK inh | rTrxR1 inhibitor | PI4K2A block | IDH1 R132H inh | GLS inh | TrxR1 substrate | USP1-UAF1 inh | Pin1 inhibitor | HP1b binding inh |
| --- | --- | --- | --- | --- | --- | --- | --- | --- | --- | --- |
| 28 | NNC(=O)CCC(=O)Nc1ccccc1 | 1% | 17% | 2 | -8% | 3% | -1% | 1% | 5% | 44%[activator] |
| 25 | CCOC(=O)Cn1nc(C)c2c1CCCC2=O | -2% | -1% | 0 | 5% | 4% | 5% | -15% | -7% | 10% |
| 23 | O=C(Nc1cnc2ccccc2c1)N1CCCCC1 | 0% | 5% | -14 | 4% | 0% | 1% | 4% | -4% | 22% |
| 30 | COc1ccc(NC(=O)c2nc(SC)ncc2Cl)cc1 | -5% | 4% | -1 | -2% | 0% | -1% | -7% | 1% | 31% |
| 19 | Cc1nonc1NC(=O)CSc1nc2ccc(Cl)cc2[nH]1 | 3% | 8% | 42 | -2% | 2% | 5% | -14% | -6% | 20% |
| 22 | Cc1c(O)c(CN2CCCC2)cc2c3c(c(=O)oc12)CCC3 | nt | 221%[activator] | 7 | -4% | 24% | nt | -4% | 5% | -7% |
| 16 | CCOc1ccc(CNCc2c(C(=O)O)n(Cc3ccc(OC)cc3)c3ccccc23)cc1 | -5% | 22% | 3 | -6% | -1% | 10% | ? | ? | -2% |

(list continues)
Results follow in this order: Tb PGK inh	rTrxR1 inhibitor	PI4K2A block	IDH1 R132H inh	GLS inh	TrxR1 substrate	USP1-UAF1 inh	Pin1 inhibitor	HP1b binding inh
31) CCC1CCC2(CC1)NC(=O)N(CC(=O)N1CCc3ccccc31)C2=O (centres undefined)
 : -5%	2%	-2	3%	4%	-8%	4%	-3%	15%
32) COc1cc(CN(C(=S)NCC(=O)NC2CC2)C2CCCC2)cc(OC)c1OC
 : 8%	-2%[57.1 µM]	-2	1%	5%	6%[57.1 µM]	-22%	-2%	15%
33) O=C(COC(=O)c1cccc(-n2cnnn2)c1)c1ccc(Br)cc1
 : i	9%[57.1 µM]	3	8%	-7%	3%[57.1 µM]	-14%	6%	55%[activator]
34) Cc1ccc(F)cc1NC(=O)COC(=O)COc1ccc(C#N)cc1
 : 0%	19%	-9	9%	-3%	13%[57.1 µM]	-7%	-10%	-22%
35) COc1ccccc1N1CCN(C(=O)c2ccc3c(c2)N(Cc2cc(C)ccc2C)C(=O)c2ccccc2S3(=O)=O)CC1
 : nt	19%	-6	nt	7%	5%	-2%	6%	12%
36) CCn1c2ccccc2c2cc(NC(=O)CSc3nnc(-c4cccc(F)c4)o3)ccc21
 : -2%	7%	4	0%	1%	-4%	0%	18%	26%
37) C/C(=N\NC(=O)c1nnn(-c2nonc2N)c1-c1ccc(Cl)c(Cl)c1)c1ccncc1
 : 0%	12%	8	-5%	2%	4%	-13%	-7%	49%[activator]
38) Cc1cccc(CSCCNC(=O)COc2ccc(Cl)cc2)c1
 : 1%	10%	-2	-10%	18%	-3%	-19%	0%	62%[activator]
39) Cc1cc(-c2cc(C(=O)NCc3ccccc3)on2)nc(NC2CCCC2)n1
 : -5%	16%[57.1 µM]	1	0%	-1%	6%[57.1 µM]	-16%	?	35%
40) CCOC(=O)N1CCN(c2c(N3CCN(c4ccccn4)CC3)c(=O)c2=O)CC1
 : i	-5%	8	7%	10%	-12%	-17%	-1%	39%[activator]

High-throughput results: PubChem, National Center for Advancing Translational Sciences (NCATS)

Only part of the results is shown; count on the stated rates, not on these rows.
